# RORg inh – inhibitors of mouse ROR gamma transcriptional activity; AID 2551; Drosophila S2 Gal4-RORgamma UAS-luciferase reporter, 20 h; 310,000 compounds, 5.4% hits; Potency, µM (top dose mostly 53.6 µM), for inactives: at the top dose activity change, negative = inhibition, hits mostly inhibitors; P51450; also: % is scaled to controls: 0 for no effect and ±100 for the full control effect; nearly all actives have a fitted effect of over 60% in size
# Target sequence (P51450 whole entry, looked up, the tested form may be a part): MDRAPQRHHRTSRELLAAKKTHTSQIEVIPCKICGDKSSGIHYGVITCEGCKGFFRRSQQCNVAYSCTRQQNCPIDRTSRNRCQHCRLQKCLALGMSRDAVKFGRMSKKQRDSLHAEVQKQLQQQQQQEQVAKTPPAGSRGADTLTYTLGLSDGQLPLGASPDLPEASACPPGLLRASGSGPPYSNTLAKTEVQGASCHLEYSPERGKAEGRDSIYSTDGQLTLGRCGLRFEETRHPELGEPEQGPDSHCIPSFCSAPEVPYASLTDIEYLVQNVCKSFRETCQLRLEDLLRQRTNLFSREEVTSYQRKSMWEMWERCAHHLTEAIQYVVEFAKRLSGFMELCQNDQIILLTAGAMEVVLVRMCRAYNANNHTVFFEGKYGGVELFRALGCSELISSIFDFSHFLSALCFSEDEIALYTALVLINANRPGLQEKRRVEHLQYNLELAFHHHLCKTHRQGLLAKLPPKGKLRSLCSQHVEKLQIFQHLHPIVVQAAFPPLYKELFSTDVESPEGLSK
#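 Schneider cells (Drosophila), stable Gal4 DBD–ROR gamma + UAS-luc; 1 hr cmpd preincubation; Cu2+ induction 700 uM final; 20 hr ambient; luminescence.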
# Rab9 prom act – activators of Rab9 promoter. Potency, µM (series often up to 9.22 µM), for the others: top-dose activation, negative = inhibition, usual class: activators. 320,000 compounds, 2.8% hits. Huh7 Rab9 promoter-luciferase reporter, luminescence, 24 h; also: % of control where 0% means no effect; nearly all actives have a fitted effect of over 60% in size
#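 Cells were plated at 1500 per well in reduced-serum medium with 10% FBS and left 2 h. Compound in DMSO was then added for 24 h at 37 °C. Reporter signal was read by luminescence after 10 min with luciferase detection reagent.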
# p53 reactivator – restores transcriptional activity of mutant p53. AID 504706. 320,000 compounds, 0.063% hits. Potency, µM (titrated, usually from 92.2 µM), for the others: top-dose activity change, positive = activation, actives largely listed as activators. H1299 p53-A138V BP100-luciferase reporter, luminescence, 24 h; also: % of control where 0% means no effect; nearly all actives have a fitted effect of over 45% in size
#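 H1299 (p53-null), stable ts p53-A138V + BP100-Luc; 1000 cells/well, Opti-MEM/10% FBS; cpd 4 pt, 1:5; 24 h, 37 deg C, 5% CO2; detection reagent 10 min RT; luminescence.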
# VP16 counter – inhibits Gal4-VP16 luciferase reporter, ROR gamma counter-screen; Drosophila S2 Gal4-VP16 UAS-luciferase, luminescence, 20 h; Potency, µM (doses to about 53.6 µM), for inactives: at the top dose activity, negative = inhibition, most hits filed as inhibitors; 310,000 compounds, 3.5% hits; AID 2546;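 also: Gal4-VP16 expression switched on by copper sulfate through the metallothionein promoter; % is scaled to controls: 0 for no effect and ±100 for the full control effect; nearly all actives have a fitted effect of over 50% in size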
# MBNL1-CUG inh – inhibitors of human MBNL1 binding to CUG repeat RNA; Q9NR56; TR-FRET MBNL1-His/biotin-(CUG)12 binding, 665/545 ratio; Potency, µM (top dose mostly 57.5 µM), without a hit: top-dose activity change, negative = inhibition, usual class: inhibitors; 280,000 compounds, 0.036% hits; AID 2675; active = well fitted inhibition curve with a large enough effect in the signal ratio, with a control signal flat, not every such curve was filed as active; inconclusive = small, poorly fitted or top-dose-only effect, or effect the other way, or a change in a side signal; inactive = no such curve, though single readings can be large or run the other way; the % refers to the signal ratio; also: % is scaled to controls: 0 for no effect and ±100 for the full control effect
# Target sequence (Q9NR56 whole entry, looked up): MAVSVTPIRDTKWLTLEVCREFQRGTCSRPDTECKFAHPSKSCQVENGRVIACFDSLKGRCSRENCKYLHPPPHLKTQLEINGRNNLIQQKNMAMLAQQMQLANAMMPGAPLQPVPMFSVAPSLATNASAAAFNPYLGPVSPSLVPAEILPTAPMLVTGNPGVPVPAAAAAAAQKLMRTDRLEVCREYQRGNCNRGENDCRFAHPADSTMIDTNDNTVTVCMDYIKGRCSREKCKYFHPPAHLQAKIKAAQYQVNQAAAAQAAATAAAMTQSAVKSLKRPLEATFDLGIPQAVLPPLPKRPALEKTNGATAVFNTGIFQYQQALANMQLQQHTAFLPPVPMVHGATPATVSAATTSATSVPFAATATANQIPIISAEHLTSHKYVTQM
#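 Compound titration spanned 92 nM–58 uM against the MBNL1-His/biotin-(CUG)12 complex. After 60 min at room temperature with 5 nM streptavidin-XL665 and 0.055 ng/ul terbium anti-His, ratiometric 665/545 nm emission (Ex 340 nm) normalized to controls.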
# NPC1 prom act – NPC1 promoter activation; Huh7 NPC1 promoter luciferase reporter, 24 h; Potency, µM (series often up to 9.22 µM), without a hit: top-dose activation, hits mostly activators; 320,000 compounds, 2.4% hits; AID 485313;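 also: % of control where 0% means no effect; nearly all actives have a fitted effect of over 60% in size; reporter is driven by a mutant NPC1 promoter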
#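 Compounds in DMSO were transferred onto Huh7 NPC1-luciferase reporter cells pre-incubated 2 h; after 24 h at 37 °C, Amplite reagent was dispensed and luminescence recorded 10 min later.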
# FLuc modulator – counter-screen for miR-21 project: firefly luciferase inhibitors or activators. P08659. purified FLuc, Km substrates, luminescence inhibition. Potency, µM (doses to about 57.5 µM), inactives show at the top dose activity change, negative = inhibition, most hits filed as inhibitors. 360,000 compounds, 6.9% hits;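 also: plate controls were vehicle for no effect and reference inhibitor for full effect; nearly all actives have a fitted effect of over 55% in size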
#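 Purified P. pyralis luciferase, 10 nM final, with Km-level 10 uM D-luciferin and 10 uM ATP in 50 mM Tris acetate pH 7.5, 10 mM Mg acetate, 0.01% Tween-20, 0.05% BSA; 6-point qHTS titration about 60 µM downward; luminescence read.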
# uPA generation – cell surface uPA generation inhibition; cell surface uPA generation assay, qHTS; Potency, µM (highest dose often 38.3 µM), for the others: at the top dose activity change, negative = inhibition, most hits filed as inhibitors; 330,000 compounds, 0.31% hits; AID 540303; active = well fitted inhibition curve with a large enough effect; inconclusive = small, poorly fitted or top-dose-only effect; inactive = no such curve, though single readings can be large or run the other way; tested in mouse RAW 264.7 cells; also: % is scaled to controls: 0 for no effect and ±100 for the full control effect; nearly all actives have a fitted effect of over 55% in size
# ELG1 genotox – inducers of genotoxicity in HEK293T ELG1-luciferase cells | HEK293T ELG1-luciferase reporter, luminescence, 16 h | Potency, µM (series often up to 46 µM), for the others: at the top dose activity change, positive = activation, actives largely listed as activators | 330,000 compounds, 1.3% hits; also: % of control where 0% means no effect; nearly all actives have a fitted effect of over 60% in size
#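 Reporter readout depends on ELG1 protein level, which increases with genetic stress. After 16 hr compound exposure at 37 °C, luciferase activity was quantified using ONE-Glo.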
# BRCA1 expr up – BRCA1 expression activation | 380,000 compounds, 1.1% hits | MCF7-BRCA1-FFLuc reporter, luminescence, 48 h; response scale: scaled: vehicle 0%, 10 µM genistein 100% | Potency, µM (top dose mostly 46.1 µM), without a hit: at the top dose activation, actives largely listed as activators; also: nearly all actives have a fitted effect of over 80% in size; some results filed as inactive show a strong effect at the top dose
#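 MCF7 cells carrying a BRCA1-firefly luciferase reporter (2000 cells/well, phenol-red free MEM) were attached for 2 h at 37 °C, then given compounds for 48 h. Luminescence was read 15 min after luciferase reagent; activity normalized to genistein (10 microM) and DMSO.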
# Active calls of the source: *; ? = inconclusive; . = no result given; & = joins results of further samples; [ ] = dose if it differs, or a comment. Unless noted, calls follow the shape of the dose curve; as a rule, active = well fitted curve in the direction sought with a large enough effect; inconclusive = small, poorly fitted or top-dose-only effect, or another doubt; inactive = no such curve, though single readings can be large; an effect the other way counts as inactive or inconclusive. Potency is read from the fitted curve at half-maximal effect.
# A first look (six entries):
1: COc1ccc(N2C(=O)CC2(/C=C/c2ccccc2OC)C(=O)NC2CCCC2)cc1 (stereo not given)
2: CC(C)=CCC/C(C)=C/CC/C(C)=N/O
3: O=C(COc1ccc(S(=O)(=O)N2CCOCC2)cc1Cl)NCCN1CCOCC1
4: CCn1c(CSCc2ccc(Cl)cc2)nnc1SCC(=O)Nc1cccc(C(=O)O)c1
5: CCc1ccc(OCC(=O)NN2Cc3ccccc3C2=N)cc1
6: O=C(Nc1nc(-c2ccccn2)cs1)C1CC1
assay / compound | 1 | 2 | 3 | 4 | 5 | 6
RORg inh | -5% | 11% | -5% | 0% | -7% | 16µM*
Rab9 prom act | -3% | 9% | -7% | 2% | 18% | ?
p53 reactivator | -9% | 2% | 0% | 0% | 1% | 22µM*
VP16 counter | -14% | -3% | 4% | -10% | 5% | ?
MBNL1-CUG inh | ? | -3% | -7% | -23% | 0% | 1%
NPC1 prom act | -4% | 13% | -3% | 1% | 1% | ?
FLuc modulator | 1% | -3% | 1% | -8% | 1% | ?
uPA generation | 2% | . | 4% | -3% | -1% | -24%
ELG1 genotox | -3% | -4% | -6% | 2% | 2% | 0%
BRCA1 expr up | -38% | 5% | -1% | -5% | 9% | 10%

# The whole of this part (from the top)
1: COc1ccc(N2C(=O)CC2(/C=C/c2ccccc2OC)C(=O)NC2CCCC2)cc1 (stereo not given)
2: CC(C)=CCC/C(C)=C/CC/C(C)=N/O
3: O=C(COc1ccc(S(=O)(=O)N2CCOCC2)cc1Cl)NCCN1CCOCC1
4: CCn1c(CSCc2ccc(Cl)cc2)nnc1SCC(=O)Nc1cccc(C(=O)O)c1
5: CCc1ccc(OCC(=O)NN2Cc3ccccc3C2=N)cc1
6: O=C(Nc1nc(-c2ccccn2)cs1)C1CC1
7: O=c1[nH]cnc2c1cnn2Cc1ccccc1Cl
8: Cc1cc(C(=O)O)c(=O)[nH]c1C
assay / compound | 1 | 2 | 3 | 4 | 5 | 6 | 7 | 8
RORg inh | -5% | 11% | -5% | 0% | -7% | 16µM* | -2% | -2%
Rab9 prom act | -3% | 9% | -7% | 2% | 18% | ? | 5% | -6%
p53 reactivator | -9% | 2% | 0% | 0% | 1% | 22µM* | 1% | 7%
VP16 counter | -14% | -3% | 4% | -10% | 5% | ? | -3% | -1%
MBNL1-CUG inh | ? | -3% | -7% | -23% | 0% | 1% | -7% | 0%
NPC1 prom act | -4% | 13% | -3% | 1% | 1% | ? | -1% | 1%
FLuc modulator | 1% | -3% | 1% | -8% | 1% | ? | -1% | -1%
uPA generation | 2% | . | 4% | -3% | -1% | -24% | 2% | -3%
ELG1 genotox | -3% | -4% | -6% | 2% | 2% | 0% | 0% | 0%
BRCA1 expr up | -38% | 5% | -1% | -5% | 9% | 10% | 15% | 11%

9: O=C(O)c1nc(-c2ccccc2)n(-c2cccc(C(F)(F)F)c2)n1
10: COc1ccc(-c2nc3n(n2)C(c2ccncc2)C(C(N)=O)=C(C)N3)cc1 (stereo not given)
11: Cc1cc(NC(=O)COC(=O)Cn2c(C)csc2=O)ccc1Br
12: Cc1nn2c3ccccc3nc2n(C)c1=O
13: O=C(O)c1ccc(S(=O)(=O)c2ccc3c(c2)C(=O)N(NC(=O)c2ccccc2)C3=O)cc1
14: Cc1nn(S(=O)(=O)c2ccc(C(C)C)cc2)c(C)c1S(=O)(=O)N1CCOCC1
15: COC(=O)c1cc(CSC(=N)N)ccc1OCCC(C)C
16: CC1(c2ccccc2)CC(c2ccccc2)=Nc2ccccc2N1 (stereo not given)
assay / compound | 9 | 10 | 11 | 12 | 13 | 14 | 15 | 16
RORg inh | -9% | -17% | 8% | -32% | 4% | -7% | ? | -1%
Rab9 prom act | 2% | 3% | 2% | -2% | 3% | 2% | -2% | -1%
p53 reactivator | -3% | -4% | -10% | 0% | ? | 5% | -3% | 19%
VP16 counter | -2% | 3% | -17% | 9% | ? | 1% | ? | 3%
MBNL1-CUG inh | -26% | -3% | -4% | 2% | -8% | -10% | . | 7%
NPC1 prom act | -2% | -3% | 0% | 1% | -1% | -5% | 5% | 3%
FLuc modulator | ? | 0% | 0% | 2% | ? | 4% | 0% | -17%
uPA generation | 3% | -2% | -3% | -2% | 1% | -1% | -3% | -7%
ELG1 genotox | 10% | -2% | -5% | 0% | 7% | 2% | -10% | 11%
BRCA1 expr up | -3% | -6% | -1% | -20% | -2% | 3% | -31% | 52%

17: COC(=O)c1ccccc1NC(=O)NCc1ccccn1
18: COc1cc(OC)c(C2C(C(=O)Nc3ccccc3)=C(C)Nc3ncnn32)cc1OC (stereo not given)
19: Cc1cccc(CCN2C(Nc3ccccc3)=NC[C@@H]2C)c1
20: CC(C)c1ccc(N(CC(=O)NCCSCc2ccco2)S(C)(=O)=O)cc1
21: COc1ccc(N/C=C/C(=O)c2ccc(OC)c(OC)c2)cc1
22: Cc1ccc2nc(SCC(=O)N3CCN(C(=O)c4ccco4)CC3)[nH]c2c1
23: C[C@@H]1C(=O)NC2=Nc3cccc(Cl)c3CN21
24: CCCCOC(=O)Nc1ccccc1C(N)=O
assay / compound | 17 | 18 | 19 | 20 | 21 | 22 | 23 | 24
RORg inh | ? | -3% | . | 7% | 13% | -1% | -1% | 0%
Rab9 prom act | -3% | 0% | 0% | 0% | -2% | 2% | 1%[46.1 µM] | 1%
p53 reactivator | -2% | -15% | -5% | -1% | 0% | 17% | . | -4%
VP16 counter | -3% | -1% | . | -10% | -6% | -14% | -1% | 4%
MBNL1-CUG inh | 0% | 3% | . | -13% | ? | -13% | . | -22%
NPC1 prom act | 1% | -2% | -1% | -1% | 8% | 0% | -3%[46.1 µM] | 4%
FLuc modulator | 3% | 4%&-1% | 0% | -11% | 2.4µM* | -5% | . | 0%
uPA generation | -1% | -4% | -5% | 2% | 0% | -4% | . | -1%
ELG1 genotox | 0% | -1% | 0% | -1% | 13% | 0% | . | 7%
BRCA1 expr up | -31% | 10%&-4% | 7% | 0% | 0% | -59% | . | 41%

25: CCC(C)C(NC(=O)C1CCC(C)CC1)C(=O)NCCc1ccc(S(N)(=O)=O)cc1 (stereo not given)
26: Cc1sc2nc(CSCC(=O)NC(C)(C)C)[nH]c(=O)c2c1C
27: CCOC(=O)c1ccc(NC(=O)CN2C(=O)C(=O)N(CC(C)C)C2=O)cc1
28: NNC(=O)c1cc(-c2ccc(O)cc2)nc2ccc(Br)cc12
29: COc1ccc(NC(=O)c2cc(-c3ccc4c(c3)OCO4)on2)cc1OC
30: O=C(NC(=S)Nc1ccc(NC(=O)c2cccs2)cc1)c1ccc([N+](=O)[O-])cc1
31: CCc1nnc(NS(=O)(=O)c2ccc(NC(=O)c3ccc(C#N)cc3)cc2)s1
32: COc1ccc(/C=C/C(=O)N2CCNC(=O)C2)c(OC)c1
assay / compound | 25 | 26 | 27 | 28 | 29 | 30 | 31 | 32
RORg inh | 28% | -4% | -6% | 13µM* | 0% | ? | 1% | 41%
Rab9 prom act | -8% | -1% | -3% | -3% | -2% | 2% | 3% | -5%
p53 reactivator | -3% | -1% | 0% | -2% | 8% | -9% | 25% | -1%
VP16 counter | 6% | -23% | -5% | ? | -2% | -17% | 3% | 9%
MBNL1-CUG inh | -6% | -2% | 1% | ? | 2% | ? | -32% | 14%
NPC1 prom act | -4% | -2% | -2% | 2% | -4% | -1% | 0% | 17%
FLuc modulator | -3% | 0% | 0% | ? | -1% | 0% | ? | -14%
uPA generation | 3% | -5% | . | -3% | 12% | 7% | 3% | 1%
ELG1 genotox | -1% | 1% | 6% | 7% | 13% | 4% | -5% | 16%
BRCA1 expr up | -9% | -27% | 13% | -62% | -10% | -17% | 15% | 37%

33: Cc1[nH]c2c(C(=O)N3CCCC(CCC(=O)NCc4ccccc4F)C3)cccc2c1C (stereo not given)
34: C/C(=N\O)C(=O)NCCN(C)C
35: Cc1cc(Sc2nc(N)ncc2[N+](=O)[O-])ncn1
36: N#Cc1c(F)cccc1N1CCC(C#N)CC1
37: CCN1CCN(C(=S)Nc2ccc([N+](=O)[O-])cc2)CC1
38: CCOc1ccc(CC2S/C(=N/c3ccccn3)NC2=O)cc1 (stereo not given)
39: O=C(NC1CCCCC1)C1CCN(S(=O)(=O)c2cccc3cccnc23)CC1
40: Cc1ccc(CS/C(Nc2ccccc2C)=C(\C#N)C(N)=O)c(C)c1
assay / compound | 33 | 34 | 35 | 36 | 37 | 38 | 39 | 40
RORg inh | 27% | -1% | 0.79µM* | 21% | 47% | 3.2µM* | -2% | 12%
Rab9 prom act | -1% | -4% | -32%[inhibitor] | 0% | 0% | -9% | -7% | -3%
p53 reactivator | 2% | -1% | -10% | 0% | -4% | -6% | 2% | -5%
VP16 counter | -15% | ? | ? | 1% | 13%[0.365 µM] | 5µM* | 13% | -6%
MBNL1-CUG inh | -3% | 2% | ? | -4% | ? | 7% | -5% | -2%
NPC1 prom act | -2% | 1% | -24% | -1% | 1% | -4% | -2% | -4%
FLuc modulator | -17% | -1% | -7% | 1% | ? | 2% | 1% | -1%
uPA generation | 2% | 0% | -13% | 4% | 3% | -3% | -15% | -5%
ELG1 genotox | 1% | 3% | ? | 7% | 20% | 1% | -3% | 1%
BRCA1 expr up | -71% | 0% | -33% | -6% | -6% | 0% | 11% | -25%
